Rab2 wt GTP: modulators of GTP binding to Rab2A wildtype, primary screen, biochemical, dog, bead-based flow cytometry, multiplex; GST-Rab2 wt beads, Bodipy-GTP binding; hit rate 0.19% among 190,000; Ras-related protein Rab-2A (Canis lupus familiaris), P61105; GTP binding activity, % at 10 µM; AID 760, 2007;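 active = GTP binding activity at least 20 points away from 100%, either lowered or raised; inconclusive = signal likely due to the compound's own green fluorescence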;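 note: 0% = beads with excess unlabeled GTP and 100% = no-compound control corrected for plate trend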
Mcl-1 Bim block: inhibitors of Bim peptide binding to Mcl-1, primary screen, biochemical, bead-based flow cytometry, multiplex; Induced myeloid leukemia cell differentiation protein Mcl-1 (Homo sapiens), Q07820; Bim peptide-Mcl-1 binding; inhibition, % at 10 µM; hit rate 0.1% among 190,000; AID 1009, 2008; in the data active = inhibition above about 40%;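 note: 0% = no compound tracer wells and 100% = peptide blocker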
Target sequence (Q07820 whole entry, looked up): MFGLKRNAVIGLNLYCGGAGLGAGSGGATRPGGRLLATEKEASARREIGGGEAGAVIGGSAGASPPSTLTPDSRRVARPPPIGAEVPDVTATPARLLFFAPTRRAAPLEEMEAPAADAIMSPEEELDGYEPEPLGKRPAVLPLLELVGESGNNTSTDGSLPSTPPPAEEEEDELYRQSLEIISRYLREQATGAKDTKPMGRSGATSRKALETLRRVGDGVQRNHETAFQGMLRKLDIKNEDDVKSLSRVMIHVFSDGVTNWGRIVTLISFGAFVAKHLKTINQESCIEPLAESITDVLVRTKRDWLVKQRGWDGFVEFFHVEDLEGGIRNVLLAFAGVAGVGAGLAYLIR
Rac1 act GTP bind: GTP binding modulators of activated mutant Rac1, primary screen, biochemical, bead-based flow cytometry, multiplex, fluorescent GTP; GST-Rac1 activated beads; actives lie on both sides; 100% means binding = to untreated wells; percent activity (GTP binding), % at 10 µM; hit rate 0.11% among 190,000; AID 764, 2007;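 active = GTP binding at least 20 percentage points away from the 100% baseline, in either direction, so actives lie on both sides; inconclusive = Compound likely fluorescent itself, or too few beads counted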
Pf gametocyte: late stage P. falciparum gametocyte viability inhibitors, primary screen, ATP luminescence, HTS | P. falciparum stage V gametocytes, 24 h | AID 743093, 2013 | inhibition, % at 10.9 µM | hit rate 0.065% among 150,000;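 active = inhibition above the mean plus 3 SD of compounds within the control limits, set per campaign, cut at about 38% in these data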;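 note: 0% = DMSO wells and 100% = medium only without gametocytes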
Mcl1-Bid inh: Mcl-1/Bid binding inhibitors, primary screen, biochemical, TR-FRET, 1536-well. Induced myeloid leukemia cell differentiation protein Mcl-1 (Homo sapiens), Q07820. hit rate 0.97% among 220,000. AID 1021, 2008. inhibition, % at 21.7 µM. TR-FRET Mcl-1/Bid-Dy647 peptide binding;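 active = compounds that cut the binding signal by more than half at the single screening dose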;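 note: His-tagged Mcl-1 with europium anti-His antibody binding Bid BH3 peptide; 0% = Mcl-1 plus peptide wells and 100% = peptide-only wells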
Avidin fluor: green autofluorescence of compounds with avidin beads – biophysical, 488/530 nm, flow cytometry, artefact control, profiling panel; AID 1775, 2009; compound fluorescence 488/530 nm; hits give high values; fluorescence (KMESF) at 10 µM; hit rate 0.38% among 220,000; in the data active = fluorescence above about 47; note: inactives centre near 10
Rac1 wt modul: wildtype Rac1 GTP binding modulators, primary screen, biochemical, GST-Rac1 beads, flow cytometry, multiplex. AID 757, 2007. GTP binding activity (% of control), % at 10 µM. hit rate 0.27% among 190,000. fluorescent GTP binding; actives lie on both sides; 0 = cold GTP competed, 100 = untreated. Ras-related C3 botulinum toxin substrate 1 (Homo sapiens), P63000;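 active = GTP binding activity at least 20 points away from the 100% control level, either lower or higher; inconclusive = compound flagged as likely green fluorescent, judged across all proteins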
Rab7 wt modul: modulators of GTP binding to Rab7, primary screen, biochemical, wildtype, multiplex bead flow cytometry. AID 758, 2007. GTP binding activity (percent of control), % at 10 µM. GST-Rab7 beads, fluorescent GTP binding; actives lie on both sides; untreated = 100%, excess cold GTP = 0%. hit rate 0.055% among 190,000. Rab7 GTPase wild type (dog), Bodipy-FL-GTP binding;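 active = fluorescent GTP binding to Rab7 beads changed by at least 20 points from the 100% baseline, either direction, mostly lower; inconclusive = compound itself probably fluorescent, or too few beads counted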;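 note: median green fluorescence of bound Bodipy-FL-GTP per Rab7 bead population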
HRas wt GTP bind: modulators of GTP binding to HRas wildtype, primary screen, biochemical, bead-based flow cytometry, multiplex. GTP binding activity, % at 10 µM. GST-Ras wt beads, Bodipy-FL-GTP binding; actives lie on both sides. GTPase HRas (Homo sapiens), P01112. AID 759, 2007. hit rate 0.14% among 190,000;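 active = GTP binding activity at least 20% away from the 100% baseline, either lowered as inhibitor or raised as activator; inconclusive = flagged as likely green fluorescent, judged across all proteins in the well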;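 note: 0% = unlabeled GTP competition control and 100% = no-compound control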
Target sequence (P01112 whole entry, looked up): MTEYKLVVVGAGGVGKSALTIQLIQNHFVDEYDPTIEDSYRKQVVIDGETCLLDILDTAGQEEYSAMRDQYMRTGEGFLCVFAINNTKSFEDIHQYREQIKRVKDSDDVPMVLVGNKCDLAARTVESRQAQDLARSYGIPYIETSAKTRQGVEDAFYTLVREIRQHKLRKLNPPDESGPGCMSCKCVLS
Mcl1 Noxa PPI: Mcl-1/Noxa binding inhibitors, primary screen, biochemical, TR-FRET, 1536-well | Induced myeloid leukemia cell differentiation protein Mcl-1 (Homo sapiens), Q07820 | TR-FRET Mcl-1/Noxa peptide binding, 2 h | hit rate 1.5% among 220,000 | inhibition, % at 21.7 µM;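 active = compounds that cut the protein-peptide binding signal by more than 50% relative to plate controls in a single-dose test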;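 note: His-tagged Mcl-1 with rhodamine Noxa BH3 peptide and terbium anti-His antibody; 0% = Mcl-1 plus Noxa peptide wells and 100% = peptide-only wells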
Cdc42 wt: modulators of GTP binding to wildtype Cdc42, primary screen, biochemical, multiplex bead flow cytometry, Bodipy-GTP. AID 761, 2007. percent activity (GTP binding), % at 10 µM. GST-Cdc42 beads; actives lie on both sides. hit rate 0.2% among 190,000;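 active = percent activity GTP binding at least 20 points away from the 100% baseline, either down as inhibitor or up as activator; inconclusive = compound flagged as likely green fluorescent from well-wide comparison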;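 note: median bead fluorescence of bound Bodipy-FL-GTP at 100 nM; 0% = excess unlabeled GTP control and 100% = no compound control; below 100% means less GTP binding so inhibitor and above means activator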
Target sequence (P60953 whole entry, looked up): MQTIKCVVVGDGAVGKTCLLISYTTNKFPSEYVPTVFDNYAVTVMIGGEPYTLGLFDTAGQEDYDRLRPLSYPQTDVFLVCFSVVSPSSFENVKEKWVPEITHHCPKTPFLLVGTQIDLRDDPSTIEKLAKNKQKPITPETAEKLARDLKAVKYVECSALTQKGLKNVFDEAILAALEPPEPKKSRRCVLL
Starred values were filed as active, the others as inactive; ? = inconclusive; . = not tested or not shown.

SMILES	Rab2 wt GTP	Mcl-1 Bim block	Rac1 act GTP bind	Pf gametocyte	Mcl1-Bid inh	Avidin fluor	Rac1 wt modul	Rab7 wt modul	HRas wt GTP bind	Mcl1 Noxa PPI	Cdc42 wt
COc1cccc(CNC(=O)C2CCN(S(=O)(=O)c3ccc4c(c3)CCC(=O)N4)CC2)c1	?	9	?	.	-2	4	?	?	?	-16	?
CCO[C@H]1OC(C(=O)N2CCOCC2)=C[C@@H](c2ccc(C(F)(F)F)cc2)[C@@H]1CCCO	99	2	97	19	-3	6	101	104	98	-31	95
COc1ccc(N(C(=O)/C=C/C(=O)Nc2cc(C)on2)C(C(=O)NC2CCCC2)c2ccccc2C)cc1 (centres undefined)	96	-8	99	-1	-21	7	95	94	96	3	95
O=C(COc1ccccc1)NNc1nc2c(F)cccc2s1	95	3	92	20	-52	10	99	108	95	1	91
CCc1ccccc1NC(=S)NNC(=O)c1ccccc1Cl	97	0	96	9	-70	12	100	97	97	-34	100
O=C(CSc1nc2c(sc3ccccc32)c(=O)n1Cc1ccccc1)NCC1CCCO1 (centres undefined)	97	-3	96	-3	-4	10	100	102	99	0	96
CCOC(=O)C1=NN(c2cccc(Cl)c2)C2=NC(C)=C(C(=O)OC)C(c3cccs3)N12 (centres undefined)	95	-2	91	9	-10	5	98	93	96	25	99
CCOC(=O)c1c(-c2cccs2)csc1NC(=O)C(C)(C)C	98	1	97	-16	-10	35	102	98	99	1	98
C=C1C2(C(=O)Nc3ccc(SC(F)F)cc3)CCC(C2)C1(C)C (centres undefined)	97	-4	100	6	27	5	100	96	99	1	103
CCC(C)c1ccc(OCCn2cc(/C=N/NC(=O)CSc3nnc(C)s3)c3ccccc32)cc1 (centres undefined)	100	2	101	-21	-42	4	106	99	102	-10	102
COc1ccc(C2OC(=O)Cc3cc(OC)c(OC)cc32)cc1 (centres undefined)	97	-1	92	-16	2	13	95	97	92	4	94
CCc1ccc(NC(=O)C(C)Nc2ccc(S(=O)(=O)NC(C)=O)cc2)cc1 (centres undefined)	101	-2	98	.	-32	10	106	100	102	10	105
O=S(=O)(Nc1ccccc1)c1ccc(F)cc1	101	3	98	.	-25	8	97	102	101	4	100
COC(=O)CCC(=O)N1CCCC(CO)(Cc2ccccc2C)C1 (centres undefined)	97	-1	95	-22	-27	12	99	99	99	1	97
O=C(CSc1nnc(NC(=O)c2ccccc2F)s1)Nc1ccccc1F	91	2	89	7	-24	10	97	94	96	13	96
Clc1ccccc1Nc1nnc(-c2ccncc2)s1	105	-5	102	29	-43	8	105	104	107	-1	102
COc1ccc(CC(=O)OCc2cc3ccccc3[nH]c2=O)cc1	99	-2	95	.	2	15	99	99	99	22	100
CC1=CC(C)(C)N=C(NC#N)N1	101	0	102	-11	-12	-2	110	100	101	10	103
COc1cc(OC)cc(C(=O)Nc2nc3ccccc3[nH]2)c1	96	-5	97	.	-37	33	100	101	101	-7	102
CCCc1nc(SCC(=O)N2CCC(Cc3ccccc3)CC2)c2c(=O)n(C)c(=O)n(C)c2n1	92	5	93	.	0	4	92	95	96	20	93
O=C(C1=C[C@H](C2CC2)C[C@H](OCCCCO)O1)N1CCN(Cc2ccc3c(c2)OCO3)CC1	100	-1	100	.	-5	6	101	104	99	0	100
c1ccc(-c2noc(COc3ccc4c(c3)OCO4)n2)cc1	100	0	99	.	-27	17	96	93	101	5	99
CCCN1C2=C(C(=O)CCC2)C(c2ccc(O)c(Br)c2)C2=C1CCCC2=O	97	-6	96	.	-39	16	102	97	98	15	100
CCOC(=O)c1[nH]c(C)c(C(=O)NC)c1C	101	-1	104	.	2	7	106	103	103	3	102
CCCOc1ccc(CSC(CC(=O)O)C(=O)O)cc1 (centres undefined)	102	0	99	0	0	9	99	96	100	13	102

9 compounds out of the list, sorted by heavy-atom count, falling:
SMILES	Rab2 wt GTP	Mcl-1 Bim block	Rac1 act GTP bind	Pf gametocyte	Mcl1-Bid inh	Avidin fluor	Rac1 wt modul	Rab7 wt modul	HRas wt GTP bind	Mcl1 Noxa PPI	Cdc42 wt
COc1ccc(N(C(=O)/C=C/C(=O)Nc2cc(C)on2)C(C(=O)NC2CCCC2)c2ccccc2C)cc1 (centres undefined)	96	-8	99	-1	-21	7	95	94	96	3	95
CCCc1nc(SCC(=O)N2CCC(Cc3ccccc3)CC2)c2c(=O)n(C)c(=O)n(C)c2n1	92	5	93	.	0	4	92	95	96	20	93
CCOC(=O)C1=NN(c2cccc(Cl)c2)C2=NC(C)=C(C(=O)OC)C(c3cccs3)N12 (centres undefined)	95	-2	91	9	-10	5	98	93	96	25	99
CCCN1C2=C(C(=O)CCC2)C(c2ccc(O)c(Br)c2)C2=C1CCCC2=O	97	-6	96	.	-39	16	102	97	98	15	100
COc1ccc(CC(=O)OCc2cc3ccccc3[nH]c2=O)cc1	99	-2	95	.	2	15	99	99	99	22	100
C=C1C2(C(=O)Nc3ccc(SC(F)F)cc3)CCC(C2)C1(C)C (centres undefined)	97	-4	100	6	27	5	100	96	99	1	103
COc1cc(OC)cc(C(=O)Nc2nc3ccccc3[nH]2)c1	96	-5	97	.	-37	33	100	101	101	-7	102
CCCOc1ccc(CSC(CC(=O)O)C(=O)O)cc1 (centres undefined)	102	0	99	0	0	9	99	96	100	13	102
O=S(=O)(Nc1ccccc1)c1ccc(F)cc1	101	3	98	.	-25	8	97	102	101	4	100

Additional compounds:
SMILES	Rab2 wt GTP	Mcl-1 Bim block	Rac1 act GTP bind	Pf gametocyte	Mcl1-Bid inh	Avidin fluor	Rac1 wt modul	Rab7 wt modul	HRas wt GTP bind	Mcl1 Noxa PPI	Cdc42 wt
CC1=CC(C)(C)NC(=S)N1c1ccc2ccccc2c1	95	2	96	.	-61	6	99	93	97	8	100
O=C1C2C3C=CC(C3)C2C(=O)N1CCN1CCN(Cc2ccc([N+](=O)[O-])cc2)CC1 (centres undefined)	97	-4	95	-25	-15	9	97	104	98	-6	94
O=S(=O)(c1ccc2ccccc2c1)N1CCN=C1SCc1cccnc1	99	0	95	0	1	14	100	105	98	-2	100
COc1ccccc1N=c1oc2c(OC)cccc2cc1C(=O)NCc1ccco1	?	2	?	.	14	22	?	?	?	-23	?
O=C(O)CCNS(=O)(=O)c1ccccc1Br	94	2	93	.	4	9	94	99	93	-2	96
N/C(Cc1cccs1)=N\OC(=O)COc1ccccc1Cl	97	-3	100	13	-2	29	102	97	99	-14	99
Cc1cc(C)n(-c2nc(N(c3ccccc3)c3ccccc3)nc(-n3nc(C)cc3C)n2)n1	81	2	90	.	-1	8	81	92	85	-77	82
Cc1ccc(-c2nc(CS(=O)CC(=O)NCCN(CC(C)C)CC(C)C)c(C)o2)cc1 (centres undefined)	99	-2	100	-19	-10	14	98	101	100	-3	102
CC(OC(=O)c1cccn1C)C(=O)Nc1ccc2c(c1)OCO2 (centres undefined)	92	-1	93	22	-24	27	91	92	92	-6	93
Cn1c(Cn2c(=O)sc3ccccc32)nnc1SCc1ccc(F)cc1	101	-3	99	.	11	25	104	104	100	-8	103
Cc1c(N=C2C(=O)Nc3ccccc32)c(=O)n(-c2ccccc2)n1C	96	0	96	.	-47	7	97	98	96	6	98
CC1=CC2=NC(=O)/C(=C\c3cccn3CCOc3cc(C)cc(C)c3)C(=N)N2O1	97	-2	99	-5	-7	6	103	97	98	3	102
COCCNS(=O)(=O)c1ccc2c3c(cccc13)C(=O)N2C	93	1	94	.	-13	10	96	103	96	10	94
CC(C)(O)P(C)(=O)c1ccccc1 (centres undefined)	100	3	97	.	-13	6	100	100	101	6	100
Cc1nn(-c2ccccc2)c(=S)c2ccccc12	98	-1	99	-9	-32	8	104	96	100	12	102
COc1ccc(NC(=O)CSc2nnc(C3CCCCC3)o2)c(OC)c1	100	-2	99	.	-4	36	106	103	103	-13	103
CCOC(=O)c1[nH]c2ccc(OC)cc2c1NC(=S)N1CCN(c2ccccc2OC)CC1	102	-5	100	.	-69	10	99	100	101	-1	100
Fc1ccc(Cn2nnnc2CN2CCc3ccccc3C2)cc1	102	-1	104	5	-10	7	107	105	105	4	106
COc1cc(/C=C2\SC(=S)N(Nc3ccccc3)C2=O)cc(OC)c1OC	101	-3	97	-2	-35	25	103	100	100	13	106
O=C(NCCCN1CCOCC1)C(=O)N/N=C/c1c2ccccc2cc2ccccc12	97	-4	100	-18	-19	4	101	98	97	17	96
CCCCCCSc1nsc(NC(=O)CCC)n1	98	-1	95	2	-28	10	97	93	95	8	94
COc1cc(NC(=O)c2ccc(C)cc2)c(OC)cc1NC(=O)CN1CCCCC1	100	1	96	-24	-7	23	103	99	100	0	99
COC(=O)C1=C(C)NC(=O)/C1=C\c1cc(C)n(-c2ccccc2C)c1C	100	1	99	-33	-9	7	102	102	101	21	102
COc1cc(C)c(N)cc1C(C)C	98	0	96	.	-37	15	98	101	99	5	97
C/C(=N\NC(=O)c1nonc1N)c1cccs1	97	-5	97	-5	-8	15	101	100	98	-19	101
CCc1cccc(CC)c1NC(=O)Cn1c(-c2ccc(F)cc2)noc1=O	104	-1	96	-24	-1	10	104	100	100	27	104
Cc1cccc(OCc2nnc(SCC(=O)Nc3sc(C)c(C)c3C#N)n2C)c1	98	0	96	-22	-49	12	100	102	100	7	99

Screens from PubChem.

No enrichment for hits. Share with any hit: about 2.7%.
